# RNase H inhibition: RNase H inhibition, HIV 1 Gag Pol polyprotein, FRET biochemical assay, screening (AID 372); HIV-1 RT RNase H, FRET RNA/DNA substrate fluorescence; higher % means a stronger effect; actives 0.77% (n = 100,000); inhibition, % at 10 µM, or IC50 in µM where a hit was titrated; in the data active = inhibition above about 50%
# * hit, by the source's call.
molecule	RNase H inhibition
COc1ccc(C(CC(=O)N2CCOCC2)c2ccccc2)cc1 (stereo not given)	10.0%
O=C(NCc1ccc2c(c1)OCO2)c1cc(Cl)ccc1Cl	7.0%
C=CCOc1ccc(/C=c2\sc3n(c2=O)C(c2ccccc2Cl)C(C(=O)OCC)=C(C)N=3)cc1OC (stereo not given)	16.0%
Cc1cc(OCC(N)=O)cc2oc(=O)cc(C)c12	10.0%
COc1ccc(S(=O)(=O)N2CCN(Cc3ccc(OC)c(OC)c3OC)CC2)cc1	5.0%
COc1ccc(CN2CCCN(C)CC2)c(C)c1C	4.0%
CCc1ccc(C(Nc2ccccn2)c2ccc3cccnc3c2O)cc1 (stereo not given)	13.0%
COc1ccccc1C=NN1CCN(Cc2ccccc2Cl)CC1	20.0%
O=[N+]([O-])c1ccc(/C=N/Nc2ncc(Br)cn2)cc1	0.0%
CCOC(=O)c1c(NC(=S)NC(=O)c2ccccc2)sc2c1CC(C)CC2 (stereo not given)	15.0%
CCc1c(-c2ccc(Cl)s2)nc2ccc(Br)cc2c1C(=O)O	7.0%
FC(F)(F)c1cccc(N2CCN(Cc3cccc(Cl)c3Cl)CC2)c1	3.0%
Cc1ccc(C2SC(C)C(=O)N2c2ccc(C)cc2)cc1 (stereo not given)	0.0%
Cc1cccc(-c2cc3nc(C)c(Cl)c(=O)n3[nH]2)c1	8.0%
C=CCNC(=O)CN(Cc1ccccc1)S(=O)(=O)c1ccc(OC)cc1	4.0%
CCOC(=O)/C(C#N)=C1/C=C(c2ccccc2)N=C(c2ccccc2)N1	16.0%
Cc1nn(C(=O)c2ccc(Cl)c(Cl)c2)c(C)c1Cl	23.0%
Cc1ccc(C2Nc3ccccc3C(=O)N2Cc2ccco2)cc1 (stereo not given)	3.0%
COc1ccc(C=Nc2cc(NC(C)=O)c(Cl)cc2Cl)cc1	2.0%
O=C(Nc1ccc(Cl)cc1)NC(c1ccccc1)c1ccccc1	7.0%
Cc1ccccc1-c1nc2cc(NC(=O)COc3ccc(Br)cc3)ccc2o1	7.0%
COc1cc(/C=C2\SC(=S)N(c3ccccc3)C2=O)ccc1Oc1ccc([N+](=O)[O-])cc1[N+](=O)[O-]	8.0%
O=C(Nc1ccccc1)Oc1ccc(F)cc1	13.0%
CC1=C(C(=O)OCCc2ccccc2)C(c2cccc(Cl)c2Cl)C2=C(CC(c3ccc(Cl)cc3)CC2=O)N1 (stereo not given)	13.0%
Cc1cccc(Nc2cc(C)nc(-c3ccccc3O)n2)c1	25.0%
COc1ccc(C(=O)N/N=C/c2ccccc2Br)cc1	5.0%
COc1ccc(C2/C(=C(\O)c3ccc(F)cc3)C(=O)C(=O)N2CCCCCC(=O)O)cc1 (stereo not given)	4.0%
O=C(Cc1ccccc1)N1N=CCC1(O)c1ccc(Cl)cc1 (stereo not given)	9.0%
COc1ccc(-n2c(SCC(=O)Nc3ccccc3C)nc(O)cc2=O)cc1	5.0%
Cc1cccc(/C=C2\C(=O)NC(=O)N(c3ccc(Cl)cc3)C2=O)c1	11.0%
Cc1nc(SCC(=O)c2ccccc2)c(C#N)c(-c2cccc(Cl)c2)c1C(=O)Nc1ccccc1	18.0%
CC(/C=C/c1ccco1)=N/Nc1ccc([N+](=O)[O-])cc1[N+](=O)[O-]	0.0%
CCOc1cc2oc(=O)cc(-c3ccccc3)c2cc1CC	47.0%
O=C(CSCc1nc2ccccc2[nH]1)Nc1ccc2ccccc2c1	9.0%
CCOC(=O)c1c(NC(=O)c2ccc(OC)cc2OC)sc2c1CCCCC2	8.0%
C=CCC1(O)C(C)C(c2ccccc2)NC(c2ccccc2)C1CCC (stereo not given)	8.0%
CCCC(=O)Nc1ccc2oc(-c3cccc(I)c3)nc2c1	4.0%
O=C1N=C2N(CCN3CCOCC3)c3ccccc3N2/C1=C\c1ccc([N+](=O)[O-])s1	6.0%
COc1ccc2nc(NS(=O)(=O)c3ccc(Cl)cc3)c(Nc3ccc(NC(C)=O)cc3)nc2c1	10.0%
COc1ccc(C(=O)Oc2c(Br)cc(/C=C3\SC(N)=NC3=O)cc2OC)cc1	33.0%
Cc1cccc(OCCCCCCNCCO)c1	6.0%
O=C(O)C1CCCCC1C(=O)Nc1ccccc1F (stereo not given)	8.0%
Cc1cccc(/C(N)=N/OC(=O)c2ccccc2Br)c1	8.0%
O=C(Nc1ccc2nn(-c3ccc(Cl)cc3)nc2c1)c1ccccn1	15.0%
O=[N+]([O-])c1ccc(N2CCOCC2)cc1NCCOc1ccc(F)cc1	11.0%
Cc1cc2ncn(C(=O)c3cccc(I)c3)c2cc1C	0.0%
O=C(/C=C/c1ccccc1)NC(=S)Nc1ccc2ccccc2c1	8.0%
CCOc1cc(/C=C2\C(=O)NN(c3ccccc3)C2=O)cc(Cl)c1O	26.0%
COc1ccc(C2=C/C(=C/c3ccc([N+](=O)[O-])o3)C(=O)O2)c(OC)c1	9.0%
CN(C)c1ccc(NC(=O)C2CC(=O)N(c3ccccc3)C2)cc1 (stereo not given)	11.0%
COc1ccccc1CNC(=O)/C=C/c1ccc([N+](=O)[O-])cc1	6.0%
O=C1Nc2ccc(S(=O)(=O)Nc3ccccc3)c3cccc1c23	38.0%
CC(=O)NC12CC3CC(C)(C1)CC(NC(C)=O)(C3)C2	15.0%
COc1ccc(NC(=O)c2cc(Br)ccc2Cl)cc1OC	16.0%
O=C(Nc1ccc(Cl)c(-c2nc3ccccc3[nH]2)c1)c1cc2ccccc2o1	11.0%
Cc1cc(C(=O)N/N=C/c2cc(Br)ccc2O)c(C)o1	6.0%
COc1ccc(NS(=O)(=O)c2ccc(NC(=O)c3ccccc3)cc2)nn1	6.0%
O=C(O)c1cc(N=Cc2ccc(Br)c([N+](=O)[O-])c2)ccc1O	18.0%
O=S(=O)(c1ccc(Cl)cc1)N1CCN(CC(O)Cn2c3ccccc3c3ccccc32)CC1 (stereo not given)	17.0%
COc1ccc(/C=N/NC(=O)c2cccc(F)c2)cc1I	15.0%

# New compounds follow:
molecule	RNase H inhibition
O=C(c1ccc([N+](=O)[O-])cc1)c1ccc2c(c1)OCCCO2	10.0%
Oc1c(Br)cc(/C=N\Nc2c(F)c(F)c(C(F)(F)F)c(F)c2F)cc1Br	12.0%
Nc1ccc(-c2nc3ccc(-c4nc5ccccc5o4)cc3[nH]2)cc1	0.0%
COc1ccc(NC(=O)COc2ccc(Br)c(C)c2)cc1OC	12.0%
CN=C(Nc1cccc(Cl)c1)SC1CC(=O)N(c2ccccc2F)C1=O (stereo not given)	11.0%
COc1ccc(/C=N/Nc2nc(-c3ccc(Br)cc3)nc3ccccc23)c(OC)c1	5.0%
COc1ccccc1OC(=O)Nc1ccc(Cl)cc1	8.0%
Cc1ccc(C(=O)O)cc1NC(=O)c1ccc2c(c1)C(=O)N(c1ccc([N+](=O)[O-])cc1)C2=O	5.0%
O=C(Cc1ccccc1)N/N=C/c1ccc(O)c(I)c1	9.0%
Cc1ccc(-n2nc3ccc(NC(=O)c4ccc(C)c(C)c4)cc3n2)cc1	6.0%
c1ccc(C2OCC3(CO2)COC(c2ccccc2)OC3)cc1 (stereo not given)	14.0%
CC(=O)Oc1ccc(N(C(C)=O)S(=O)(=O)c2ccccc2)c2ccccc12	6.0%
Cc1c(NC(=S)NC(=O)c2ccco2)cccc1-c1nc2ccccc2s1	0.0%
CCOC(=O)C1=C(C)NC(=S)NC1C1CC=CCC1 (stereo not given)	9.0%
O=S(=O)(NCCSc1nc2ccccc2[nH]1)c1ccccc1	4.0%

# Four entries from above in a different format.
> Cc1ccc(C(=O)O)cc1NC(=O)c1ccc2c(c1)C(=O)N(c1ccc([N+](=O)[O-])cc1)C2=O
  RNase H inhibition: 5.0%
> O=C(Cc1ccccc1)N/N=C/c1ccc(O)c(I)c1
  RNase H inhibition: 9.0%
> Cc1ccc(-n2nc3ccc(NC(=O)c4ccc(C)c(C)c4)cc3n2)cc1
  RNase H inhibition: 6.0%
> c1ccc(C2OCC3(CO2)COC(c2ccccc2)OC3)cc1 (stereo not given)
  RNase H inhibition: 14.0%

# Going on with the list.
molecule	RNase H inhibition
CCN(CC)C(=O)/C=C/c1ccc(Cl)cc1	3.0%
Cc1c(C(=O)OC(C)C)sc(NC(=O)/C=C/c2ccco2)c1C(N)=O	10.0%
CCOc1cc(C(=O)NCC2CCCO2)cc(OCC)c1OCC (stereo not given)	4.0%
COc1ccc(/C=C2\CCc3ccccc3C2=O)cc1OC	6.0%
Cc1cc(C)cc(C(=O)Nc2nnc(C)s2)c1	0.0%
Cc1ccc(N(CC(=O)NCc2cccnc2)S(=O)(=O)c2ccccc2)cc1	0.0%
Cc1nnc(N/N=C/c2ccc(Br)cc2)[nH]c1=O	0.0%
Cc1ccc(OCc2nc(-c3ccncc3)no2)c(Br)c1	13.0%
Cc1ccc(C)c(NC(=O)CCN2CCN(C/C=C/c3ccccc3)CC2)c1	2.0%
Cc1ccccc1NCC(=O)N/N=C\c1ccccc1F	9.0%
O=C(O)/C=C/C(=O)Nc1ccc2c(c1)C(=O)c1ccccc1C2=O	2.0%
O=C(Nc1nc(-c2ccc3c(c2)Cc2ccccc2-3)cs1)c1ccc(Br)cc1	41.0%
COc1ccc(C2(C)C(=O)c3ccccc3C2=O)cc1	10.0%
Cc1ccc(Br)cc1S(=O)(=O)N1CCN(C)CC1	13.0%
CSc1nc2ccccc2c(=O)n1CC1CCOC(C)(C)C1 (stereo not given)	13.0%
CC(C)Oc1ccc(NC(=O)CSc2nnnn2-c2ccccc2)cc1	19.0%
Cc1cc2c(cc1C)-c1c(sn(-c3ccc(C)c(Cl)c3)c1=S)C(C)(C)N2	6.0%
O=C(Nc1cccc([N+](=O)[O-])c1)C1C2C3CCC(C3)C12 (stereo not given)	13.0%
Cc1ccc(NCCC(=O)c2cccc([N+](=O)[O-])c2)cc1Cl	7.0%
O=C(/C=C/c1ccccc1)Nc1nnc(-c2ccccc2)s1	18.0%
CC(=O)CC(=O)Nc1cc(C)ccc1C	10.0%
Cc1ccc(C(=O)NC(=S)Nc2cc(-c3nc4ccccc4s3)ccc2C)cc1	7.0%
Cc1cc(/C=C2\SC(=O)N(C)C2=O)c(C)n1-c1cccc(C(=O)O)c1	5.0%
O=C(O/N=C1/CCSc2ccccc21)c1ccccc1	21.0%
COc1ccccc1OCc1ccc(C(=O)O)cc1	10.0%
Cn1c(=O)c(-c2ccccc2N)nc2ccccc21	4.0%
O=C(c1ccccc1)N1CCN(c2ccc(Cl)cc2)CC1	46.0%
Cc1ccc(OCC(=O)Nc2ccc3oc(-c4cccnc4)nc3c2)cc1	20.0%
COc1ccc(NC(=O)C2COc3ccccc3O2)c(OC)c1 (stereo not given)	18.0%
CC(=C(C#N)C#N)c1ccc(Br)cc1	16.0%
O=C(O)C(Cc1ccccc1)N1C(=O)/C(=C/c2ccccc2Cl)SC1=S (stereo not given)	9.0%
Cc1cc(OCC(O)CN2CCOCC2)cc(C)c1Cl (stereo not given)	3.0%
O=C(N/N=C/c1ccc(OC(=O)c2ccco2)cc1)c1ccncc1	6.0%
Cn1cccc1CN1CCN(C(=O)c2cccc(Cl)c2)CC1	2.0%
CCOc1ccc(NC(=O)c2cccc3c(Br)cccc23)cc1	15.0%
O=C(c1ccc([N+](=O)[O-])cc1[N+](=O)[O-])N1CCN(C(c2ccccc2)c2ccccc2)CC1	2.0%
CCN(CC)c1ccc(/C=C2/SC(=S)N(c3ccc(C)cc3)C2=O)cc1	14.0%
CCOC(=O)C1=C(C)N=c2s/c(=C\c3ccc(Cl)cc3)c(=O)n2C1c1c(OC)ccc2ccccc12 (stereo not given)	9.0%
COc1ccc(/C=C/C(=O)Nc2ccc3nn(-c4ccc(F)cc4)nc3c2)cc1	16.0%
CCCCOc1ccc(C(=O)Nc2ccc(Br)cc2F)cc1	2.0%
CC(C)(C)c1ccc(C(=O)Nc2cccc(NC(=O)c3cccc4ccccc34)c2)cc1	9.0%
Brc1ccc(/C=N/Nc2ncnc3c2cnn3-c2ccccc2)cc1	6.0%
CCCCOc1cccc(N/C=C(\C#N)c2nc(-c3ccccc3)cs2)c1	12.0%
COc1ccc(N2C(=O)C(=O)/C(=C(\O)c3ccc(Cl)cc3)C2c2ccc(F)cc2)cc1 (stereo not given)	1.0%
Cc1ccc(NC(=S)NC(=O)c2ccc(Cl)cc2)cc1	5.0%
COc1ccc(-c2cc(/N=C/C(C(C)=O)=C(\C)O)n(-c3ccccc3)n2)cc1	23.0%
O=C(NN=C1CCCC1)c1cccc(Br)c1	11.0%
Cc1nc(NNC(=O)c2ccc(Cl)cc2)cc(-c2ccccc2)n1	3.0%
CCOc1ccccc1NC(=O)CCN1C(=O)/C(=C/c2ccc(C)cc2)SC1=S	56.0%*
CCOc1cccc(NC(=O)/C(C#N)=C\c2ccc(-c3ccc(C(=O)O)cc3)o2)c1	8.0%
CCCCOc1ccc2nsnc2c1Cl	0.0%
Cn1c2c(c(=O)n(C)c1=O)C(c1cccc(Cl)c1)C1C(=O)c3ccccc3C1=N2 (stereo not given)	11.0%
O=C1C(Nc2ccccc2)=CC(c2cccc([N+](=O)[O-])c2)N1c1ccccc1 (stereo not given)	9.0%
N#C/C(=C/Nc1cccc(C(F)(F)F)c1)c1nc(-c2cc3ccccc3oc2=O)cs1	2.0%
CC(C)(CNC(=O)c1cccnc1)CNC(=O)c1cccnc1	0.0%
CCOC(=O)C1=C(C)N=c2s/c(=C/c3cc(C)n(-c4ccc(C)cc4)c3C)c(=O)n2C1c1cccs1 (stereo not given)	10.0%
Cc1ccc(N2C(=O)c3cccc4c(Cl)ccc2c34)cc1	12.0%
COc1cc(OC)c(OC)cc1CN1CCN(C2CCC(C)CC2)CC1 (stereo not given)	8.0%
CCOc1cc(OCC)cc(C(=O)Nc2cccc(S(N)(=O)=O)c2)c1	0.0%

# Compound activity (PubChem)

# Only part of the results is shown (hit frequency here may not be typical).
